mcGAS lum – cyclic GMP-AMP synthase inhibitors, mouse, primary biochemical chemiluminescence. Q8C6L5. recombinant cGAS, Kinase-Glo ATP depletion luminescence. inhibition, % at 12.5 µM. 160,000 compounds, 0.15% hits. AID 1259399, 2018;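 note: 0% = negative control wells and 100% = reference inhibitor with no enzyme activity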
hcGAS inh – Primary biochemical luminescence assay for human cyclic GMP-AMP synthase inhibitors; Q8N884; recombinant h-cGAS, ATP depletion, Kinase-Glo luminescence; inhibition, % at 12.5 µM; 290,000 compounds, 0.081% hits; AID 1259398, 2018;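 note: 0% = vehicle reaction and 100% = reaction without DNA for no activity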
Target sequence (Q8N884 whole entry, looked up): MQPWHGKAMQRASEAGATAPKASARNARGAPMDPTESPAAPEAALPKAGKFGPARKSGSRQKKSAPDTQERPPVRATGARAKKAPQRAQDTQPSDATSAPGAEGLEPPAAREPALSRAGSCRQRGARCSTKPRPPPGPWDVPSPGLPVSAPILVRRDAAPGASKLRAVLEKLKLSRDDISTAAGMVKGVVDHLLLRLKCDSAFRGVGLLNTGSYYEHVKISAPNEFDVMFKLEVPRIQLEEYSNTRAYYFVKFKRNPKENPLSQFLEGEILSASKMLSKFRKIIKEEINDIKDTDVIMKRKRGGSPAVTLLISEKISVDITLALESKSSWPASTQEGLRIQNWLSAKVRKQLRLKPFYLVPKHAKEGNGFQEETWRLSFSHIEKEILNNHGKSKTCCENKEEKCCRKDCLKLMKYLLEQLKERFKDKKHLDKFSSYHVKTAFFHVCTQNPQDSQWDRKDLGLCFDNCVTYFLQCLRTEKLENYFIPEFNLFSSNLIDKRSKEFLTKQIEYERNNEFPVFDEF
NPYLR7 agonist – agonists of mosquito NPYLR7 receptor, primary screen, cell-based, Aedes aegypti, calcium fluorescence, mosquito biting behavior | 270,000 compounds, 0.15% hits | Aedes aegypti neuropeptide Y-like receptor 7 (NPYLR7) | activation, % at 10 µM | HEK293T NPYLR7/Galpha15, GCaMP6s calcium fluorescence | AID 1259423, 2018; in the data active = activation above about 40%;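 note: 0% = vehicle and 100% = reference agonist at the receptor; some compounds past the cut are filed as inactive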
Numbers without * were called inactive; / = no result given; & = joins results of further samples. Cut-off read from the data, not from the text of the source, unless noted: active = inhibition above about 40%; inactive = the rest.

SMILES	mcGAS lum	hcGAS inh	NPYLR7 agonist
C=CCN(CC(=O)N(Cc1cccn1C)CC(C)C)C(=O)Nc1c(Cl)cccc1Cl	-4	-1	7
CCOc1ccc(-n2nnnc2CN2CCN(C(=O)OC)CC2)cc1	-6	-3	-1
Cc1nc2ccc(C(=O)NCCCn3ccnc3)cn2c1N(C)C(=O)CCc1ccccc1	1	1	-3
c1ccc2[nH]c(N3CCN(Cc4cc5n(n4)CCCNC5)CC3)nc2c1	/	1	12
COc1ccccc1OCC(=O)NCC1CCCN(C2CCCCC2)C1 (stereo not given)	-11	-8	-1
O=C(Nc1ccc(-c2nc3cc(Cl)ccc3o2)cc1)c1cccs1	-4	-4	-2
CCOC(=O)C1CCN(C(=O)C2COC3(CCC(C)CC3)N2C(=O)c2ccccc2)CC1 (stereo not given)	-8	-3	12
Cn1cccc1CCC(=O)N1C[C@H]2CC=CC[C@H]2C1	-13	-4	6
COc1cc(CN(Cc2ccc(C(O)(c3ccccc3)c3ccccc3)o2)CC(C)C)cc(OC)c1	-4	-3	4
C#CCn1c(=NC(=O)c2cccc(S(C)(=O)=O)c2)sc2cc(F)ccc21	/	-5	5
C=CCN1C(=O)C2(CC(=O)N(CCc3cccc(OC)c3)C2=O)c2cc(OC)ccc21 (stereo not given)	-2	-4	2
COc1ccc2cc(C3CN(C(=O)c4cc(=O)c(OC)c[nH]4)CCO3)ccc2c1 (stereo not given)	/	-4	17
CCOC(=O)C1(NS(=O)(=O)c2ccccc2OC)CCCC1	-7	-3	-1
CCn1ncnc1C(C)NC(=O)Cc1cc2c(cc1Cl)OCCO2 (stereo not given)	/	-5	3
COc1ccc(NC(=O)N2CCN(c3cc(Oc4ccc(F)c(Cl)c4)ncn3)CC2C)cc1 (stereo not given)	-8	-8	-10
CC1CC1C(=O)OCc1ccnc(C#N)c1 (stereo not given)	/	-11	14
CON(C)C(=O)c1cc(C)cc(Br)c1O	/	-4	4
COC(=O)c1c(NC(=O)c2cc3nc(-c4ccc(OC)cc4)cc(C(F)(F)F)n3n2)sc2c1CCCC2	-7	-9	-4
Brc1ccc2nc(-n3nnc4ccccc43)nc(-c3ccccc3)c2c1	4	7	-3
CCN1CCN(C(c2ccc(C)cc2)c2c(O)cc(C)n(CC)c2=O)CC1 (stereo not given)	/	-9	5
CN1CCCCC1(C)C(=O)NCc1ccc2c(c1)OCO2 (stereo not given)	-9	-12	2
Cc1ccc(-c2nnc(CN3CCCC4(CNC(=O)O4)C3)o2)n1C (stereo not given)	/	-4	7
O=C(NCC1CC1)c1ccc2sc([C@H]3C[C@H](O)[C@@H](CO)O3)nc2c1	-7	-6	24
OCCC#Cc1ccc(CN2CCC3(CCCN(CC4CCC4)C3)C2)cc1 (stereo not given)	/	-7	24
O=C(CSc1nc(Cl)cc(N2CCN(c3ccccc3F)CC2)n1)N1CCc2ccccc2C1	-5	-6	18
CCCCCc1ccc(/C=C/[C@H](O)[C@@H](CO)NC)cc1	-10	-8	2
COc1ccc(S(=O)(=O)Oc2cc(CN(Cc3ccco3)C(=O)NC(C)C)ccc2OC)cc1	-4	-5	11
Cc1nn(-c2ccccc2Cl)c(C(C)C)c1C(=O)NCc1ccncc1	-4	-5	/
CC(NC(=O)COc1ccccc1)C(=O)N1CCN(C)CC1c1ccccc1 (stereo not given)	/	-8	4
CCCCCCCCCCCC1=C(O)C(=O)C=C(O)C1=O	/	-1	1
COc1cccc(OC)c1OCc1nc(CN(CCN2CCOCC2)C(=O)CC(C)C)cs1	-5	-5	15
COCCNC(=O)c1coc(CN(Cc2cccc(Oc3ccccc3)c2)Cc2ccc3c(c2)OCO3)n1	-5	-1	17
O=C(c1ccc(CSc2nnc3ccccn23)cc1)N1CCc2ccccc2C1	0	-2	-10
O=C(O)c1coc(CN(CCc2c[nH]c3ccccc23)Cc2ccc(Cl)cc2Cl)n1	-5	-6	9
CC(c1ccccc1F)S(=O)Cc1ccc(-n2cccn2)cc1 (stereo not given)	3	5	7
O=C(Nc1cc(Cl)ccc1NC1CC1)C1CC1c1ccc(F)cc1F (stereo not given)	/	-5	2
Cc1cc(=O)[nH]c(C)c1NS(=O)(=O)NCc1ccccc1	-13	-7	/
CN(CCOc1cccc(Cl)c1)c1c(C#N)c(=O)n(C)c(=O)n1C	/	-4	3
CCOC(=O)c1ccc(S(=O)(=O)NCCn2nc(-c3cccnc3)ccc2=O)cc1	/	-8	14
CC(C)N(Cc1cn(C)nc1-c1ccc(C2CCCCC2)cc1)Cc1nccn1C	-13	-6&-8	-1&6
CC1CCCCC1NC(=O)COc1cccc(-c2cn[nH]c2)c1 (stereo not given)	-14	-5	5
N#Cc1ccccc1CO[C@]1(C(=O)NCC2CCCO2)CC(OCc2cccc(F)c2F)[C@H](O)[C@H](O)C1 (stereo not given in full)	-6	-2	2
Cc1nn(-c2ccccc2)c(N)c1N=Nc1ccc([N+](=O)[O-])c(C(F)(F)F)c1	/	-17	6
Cc1csc(SCc2cc(=O)c(OC(=O)c3ccco3)co2)n1	-5	-8	-4
CNc1ncccc1CN1C[C@H](N(C)C)C[C@H]1CO	/	-7	12
O=C1OC(/C=C/c2ccc(Cl)cc2)=NC/1=C/c1ccc([N+](=O)[O-])cc1	-3	0	-13
O=C(CN1C(=O)CSC1=O)Nc1nccs1	/	-6	9
COC[P+](c1ccccc1)(c1ccccc1)c1ccccc1	/	-5	4
O=[N+]([O-])c1cc(Cl)cc(C=NNc2ncc(C(F)(F)F)cc2Cl)c1O	/	-1	-1
COc1ccc(-n2ncc(Oc3ccc(Cl)c(C)c3)c(Nc3cccc(C(=O)NCc4ccccn4)c3)c2=O)cc1	-4	-3	11
CC(C)c1nn(C)c(Cl)c1C(=O)NCC(O)c1ccco1 (stereo not given)	/	-11	0
O=C(Nc1cccc(Cl)c1)Nc1c2ccccc2nc(=O)n1Cc1cccs1	/	3	12
Oc1oc(-c2ccccc2)nc1C=C1C=Nc2ccccc21	-4	-3	0
Cc1cc(C)cc(C(=O)Nc2cc(C)nn2-c2nc(C)cc(=O)[nH]2)c1	-7	-8	11
CCOC(=O)c1ccc(NC(=O)Nc2ccc(N3CCN(c4ccccc4OC)CC3)c(C(=O)N3CCCCC3)c2)cc1	-2	2	5
CCCCN(C)C(=O)c1ccc(CN2C(=O)c3ccccc3C2=O)cc1	/	0	5
CC(=O)c1ccc(N2CCN(C(=O)c3ccc(N(C)C)cc3)CC2)cc1	/	-11	18
CC1=C(C(=O)OC(C)C(C)(C)C)C(c2ccc(N(C)C)cc2)NC(=O)N1 (stereo not given)	/	-4	4
O=C1OC(OC2CCCCC2)(c2ccccc2)c2ccccc21 (stereo not given)	-8	-19	-1
COCCn1cc(C(=O)N2CCN(C(=O)c3ccco3)CC2)c2nn(-c3ccccc3)c(=O)c-2c1	-1	1	9
(cont.)
SMILES	mcGAS lum	hcGAS inh	NPYLR7 agonist
Cn1c(CNC(=O)CC2CCCC2)nnc1SCc1ccccn1	-25	-5	-2
Cc1cccc(CC(=O)NC2CCN(C(=O)c3ccncc3)CC2)c1	/	-2	9
CC(C)c1nc(SCC(=O)N(C(C)C)C2CCCCC2)n[nH]1	-16	-12	13
O=C(NCC1(c2ccc(Cl)cc2)CC1)c1ccccc1C1CCNC1 (stereo not given)	/	-4	-3
COc1cc(CSc2nnc(N)s2)cc(OC)c1	/	-1	15
NC(=O)CN1CCCc2cc(OC(F)(F)F)ccc21	/	2	2
CN(CCCNC(=O)c1c[nH]c(=O)c(Cl)c1)c1ccccc1	-5	-6	3
CCN1CCN(S(=O)(=O)c2ccc(OC)c(N3CCN(C(=O)c4cc(C)oc4C)CC3)c2)CC1	-4	1	21
Cc1[nH]nc(CCC(=O)N2C[C@@H]3[C@H](C2)[C@H]2CC[C@@H]3O2)c1C	-10	-7	/
O=C(c1ccc2oc(Cc3ccccc3)nc2c1)N1CCC2(C=Cc3ccccc32)CC1	-8	-8	12
Cc1ccc2nc(C3CCCN3CC(=O)NCc3ccccn3)[nH]c2c1 (stereo not given)	/	0	-3
CNC(=O)Cn1nc(C)c2cnn(-c3cccc(Cl)c3)c2c1=O	/	0	3
CSc1ccc(C(=O)C2CCCN(Cc3ccc(OC(C)C)c(CO)c3)C2)cc1 (stereo not given)	-3	-4	7
CCC1c2cccn2CCN1S(=O)(=O)NCc1ccccc1 (stereo not given)	/	3	0
COc1ccc(OC)c(-c2cc(C(=O)N(CCC(=O)N3CCOCC3)CC3CCCO3)no2)c1 (stereo not given)	-5	-3	/
COCCNC(=O)CC(c1ccc(OC)c(OC)c1)c1cn(C)c2ccccc12 (stereo not given)	-6	-6	29
O=C(CSC1=NS(=O)(=O)c2ccccc2N1)NCCc1ccccc1	/	-4	10
COCOc1ccc(-c2cc(-c3ccc(C(=O)c4ccccc4)cc3)cnc2N)cc1	-2	-4	24
CCn1ccnc1S(=O)(=O)CC(=O)N(C)CC(F)(F)F	/	-8	1
COCCCN(CC(=O)N(Cc1cccn1Cc1ccccc1Cl)CC(C)C)C(=O)NC1CCCCC1	-5	-7	-4
COc1ccc(C)cc1NC(=O)c1nnn(-c2ccc(C)c(C)c2)c1-c1cccnc1	-5	-5	20
Cc1[nH]c2ccccc2c1C(=O)COc1ccc(C(N)=O)cc1	-1	4	-2
O=C(N=c1sccn1Cc1cccc2ccccc12)C1CCS(=O)(=O)C1 (stereo not given)	/	3	0
Cc1ccc(-n2nnc3c(N4CCN(C(=O)C5CC(=O)N(c6ccccc6)C5)CC4)ncnc32)cc1 (stereo not given)	-11	-6	-2
COc1ccc(C(O)(c2ccc(OC)cc2)c2ccc(CN(CCN3CCOCC3)Cc3ccccc3OC)o2)cc1	-5	-1	-1
CCOCCn1c(N2CCNCC2)nc2c1c(=O)[nH]c(=O)n2C	/	-8	1
COC(=O)[C@@H]1C[C@H](NC(=O)Nc2cccc(Oc3ccccc3)c2)CN1C	/	-7	8
COc1ccc(-c2ccc(=O)n(Cc3ccncc3)n2)cc1	/	-6	8
O=C(Nc1c(F)c(F)c(F)c(F)c1F)C1CC2CCCN2C12C(=O)Nc1ccccc12 (stereo not given)	/	-8	3
OCCN1CCN(c2nccn3ccnc23)CC1	/	-2	-2
COc1ccc(C)cc1NC(N)=S	-6	-6	-6
Cc1ccc(CCNC(=O)c2cccnc2Nc2cc(Cl)ccc2C)cc1	-2	-6	-2
CC(NC(=O)N(C)Cc1ccccc1-c1ccccc1)c1nncn1C (stereo not given)	/	-17	3
CC(C)c1nc(CNC(=O)C2CCC(=O)N(Cc3ccc(Cl)cc3)C2)no1 (stereo not given)	/	-6	8
COc1ccc(OC)c2sc(N(CC3CCCO3)C(=O)c3cc(C)on3)nc12 (stereo not given)	/	6	1
Cc1[nH]c2c(c1C(=O)N1CCCN(CC3CC3)C(C(C)C)C1)C(=O)CCC2 (stereo not given)	/	-8	-1

Not a hit list; about 0.29% have a hit in one of these screens.
